Screening data as filed in PubChem BioAssay.
Dicer inh = inhibitors of Dicer pre-microRNA processing, primary screen, biochemical, cat-ELCCA, chemiluminescence | AID 1347074, 2019 | 47,000 compounds, 6% hits | cat-ELCCA pre-miR-21 Dicer processing; stronger effect = higher value | Endoribonuclease Dicer (Homo sapiens), Q9UPY3 | z-score at 25 µM; in the data active means z-score above about 3, passing the limit was not always enough;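 further: plate controls were vehicle for no effect and no enzyme for full effect; higher signal means more uncleaved substrate so more Dicer inhibition; strong numbers were not always called active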
Target sequence (Q9UPY3 whole entry, looked up): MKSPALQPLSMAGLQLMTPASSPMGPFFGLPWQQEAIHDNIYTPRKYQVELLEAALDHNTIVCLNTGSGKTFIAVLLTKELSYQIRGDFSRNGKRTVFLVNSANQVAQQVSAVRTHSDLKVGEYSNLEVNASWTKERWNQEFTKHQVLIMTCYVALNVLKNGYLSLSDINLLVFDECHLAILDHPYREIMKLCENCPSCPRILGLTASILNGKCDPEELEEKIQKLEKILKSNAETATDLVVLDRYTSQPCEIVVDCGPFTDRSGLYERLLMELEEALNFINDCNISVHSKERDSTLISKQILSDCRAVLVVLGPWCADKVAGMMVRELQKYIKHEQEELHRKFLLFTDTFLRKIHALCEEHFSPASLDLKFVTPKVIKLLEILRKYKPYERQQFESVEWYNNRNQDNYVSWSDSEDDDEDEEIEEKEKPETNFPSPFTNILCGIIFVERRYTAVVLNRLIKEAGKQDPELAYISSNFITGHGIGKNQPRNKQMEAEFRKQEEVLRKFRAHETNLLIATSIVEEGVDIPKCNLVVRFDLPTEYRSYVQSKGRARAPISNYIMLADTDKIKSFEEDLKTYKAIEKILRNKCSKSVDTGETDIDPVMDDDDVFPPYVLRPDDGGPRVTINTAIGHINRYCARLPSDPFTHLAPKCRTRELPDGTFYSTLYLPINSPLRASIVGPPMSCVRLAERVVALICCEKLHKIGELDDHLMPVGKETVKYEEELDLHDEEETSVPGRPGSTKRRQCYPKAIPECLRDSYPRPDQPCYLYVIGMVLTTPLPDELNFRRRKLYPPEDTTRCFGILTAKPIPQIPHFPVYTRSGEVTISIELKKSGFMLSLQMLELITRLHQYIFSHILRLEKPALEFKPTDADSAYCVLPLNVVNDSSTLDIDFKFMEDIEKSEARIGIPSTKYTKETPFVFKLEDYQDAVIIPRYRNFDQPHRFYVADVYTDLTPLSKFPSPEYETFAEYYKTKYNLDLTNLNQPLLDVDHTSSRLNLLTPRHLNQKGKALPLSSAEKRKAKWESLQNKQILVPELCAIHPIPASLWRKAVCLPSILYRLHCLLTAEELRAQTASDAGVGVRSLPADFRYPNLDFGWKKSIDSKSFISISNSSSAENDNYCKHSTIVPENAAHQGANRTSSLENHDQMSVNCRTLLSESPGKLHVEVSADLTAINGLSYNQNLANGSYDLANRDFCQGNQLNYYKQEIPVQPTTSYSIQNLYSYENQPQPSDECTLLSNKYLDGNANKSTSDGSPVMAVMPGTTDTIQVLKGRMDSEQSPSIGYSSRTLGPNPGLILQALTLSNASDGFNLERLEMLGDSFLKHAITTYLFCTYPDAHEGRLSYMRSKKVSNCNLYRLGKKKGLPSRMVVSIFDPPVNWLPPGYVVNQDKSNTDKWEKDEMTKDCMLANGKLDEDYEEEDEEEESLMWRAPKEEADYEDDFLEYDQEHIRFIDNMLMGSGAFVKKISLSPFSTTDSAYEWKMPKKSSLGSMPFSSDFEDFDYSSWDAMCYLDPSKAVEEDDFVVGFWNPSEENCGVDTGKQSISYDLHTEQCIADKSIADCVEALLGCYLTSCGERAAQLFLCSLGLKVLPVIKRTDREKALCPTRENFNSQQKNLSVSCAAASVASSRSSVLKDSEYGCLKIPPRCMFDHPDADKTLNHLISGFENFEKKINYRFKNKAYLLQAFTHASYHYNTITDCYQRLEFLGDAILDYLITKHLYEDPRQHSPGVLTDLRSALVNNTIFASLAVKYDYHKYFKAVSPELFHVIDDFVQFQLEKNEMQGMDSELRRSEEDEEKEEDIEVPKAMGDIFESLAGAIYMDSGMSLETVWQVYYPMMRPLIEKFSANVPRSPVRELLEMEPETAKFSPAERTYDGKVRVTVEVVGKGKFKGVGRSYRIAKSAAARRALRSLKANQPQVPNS
Numbers without * were called inactive. An excerpt. The share of hits here may be higher or lower than overall.

SMILES	Dicer inh
O=C(C1=C(O)C(=O)N(CCCN2CCOCC2)C1c1ccncc1)c1cccs1 (configuration not stated)	0.98
COC(=O)CSC1=C(C#N)C(c2ccc(O)cc2)CC(=O)N1 (configuration not stated)	0.15
Cc1[nH]ccc(=O)c1OCc1ccc(Cl)cc1Cl	0.06
Cn1c(NCc2ccco2)nc2c1c(=O)n(Cc1ccccc1Cl)c(=O)n2C	-2
O=C1CCC(=O)N1CNc1cc(Cl)ccc1Cl	0.21
Cc1ccc2cccc(OC(=O)c3ccco3)c2n1	0.98
CC(C)NC(=O)n1ncc(S(=O)(=O)c2ccc(Cl)cc2)c1-c1ccc(Cl)cc1	0.84
CN1CN=C(SCc2ccc(Cl)cc2Cl)NC1	-2.4
CN(C)n1cccc1/C=C(\C#N)S(=O)(=O)c1cccc(Cl)c1	0.37
c1ccc(OCc2nnc3sc(C4COc5ccccc5O4)nn23)cc1 (configuration not stated)	0.7
Cc1cc2c(cc1C)CN(c1cccc(Cl)c1)C2	1.1
Cc1ccc(SCC2=NN(c3nc(C)cc(C)n3)C(=O)C2)cc1	-0.87
C=CCN1C(=O)C(O)(CC(=O)c2ccc(C)cc2)c2ccccc21 (configuration not stated)	-0.13
Cc1ccc(N2CCn3c2nc2c3c(=O)n(CC(=O)O)c(=O)n2C)cc1C	0.52
Cn1nnnc1SCCNCc1ccc(Br)cc1	-0.28
O=C(O)CNC(=O)c1cccc(Cl)c1	0.67
CN1N=C(c2ccccc2)CSC1=Nc1ccc(OC(F)(F)F)cc1	-0.1
Cc1c(C)c(C)c(CN2CCSCC2)c(C)c1C	-0.73
COCCCNC(=S)NNC(=S)Nc1ccc(OC)cc1	1.9
COc1cc2c(=O)nc3n(c2cc1OC)C(c1ccccc1)N=C(N)N3 (configuration not stated)	0.46
COC(=O)C1=C(C)NC2=C(C(=O)CC(c3ccc(OC)c(OC)c3)C2)C1c1ccc(SC)cc1 (configuration not stated)	1.2
Clc1ccc2sc(Oc3cccc(N4CCOCC4)c3)nc2c1	-0.57
Cn1nc(Cc2n[nH]c(=S)n2C)c2ccccc2c1=O	3
O=C1Nc2ccccc2/C1=C/c1ccc(Oc2ccccc2)nc1	-2.5
Cc1ccc(Cn2cccc(C(F)(F)F)c2=O)cc1	0.57

Molecules shown so far containing a furan ring, fused or not (2):
SMILES	Dicer inh
Cn1c(NCc2ccco2)nc2c1c(=O)n(Cc1ccccc1Cl)c(=O)n2C	-2
Cc1ccc2cccc(OC(=O)c3ccco3)c2n1	0.98

(further entries)
SMILES	Dicer inh
CC(=O)c1c(-c2cccs2)nn(-c2ccc([N+](=O)[O-])cc2)c1C	-0.65
CSc1ccc(C2Nc3ccc4ncccc4c3C3=C2C(=O)CCC3)cc1 (configuration not stated)	0.74
O=C(c1ccc(Cl)cc1)c1cnc(-c2ccccc2)s1	0.78
O=C1c2cccc3c(Cl)ccc(c23)C(=O)N1c1ccccc1	-0.22
COC(=O)c1ccc(C2c3c(oc4ccccc4c3=O)C(=O)N2c2ccccn2)cc1 (configuration not stated)	1.6
C(=N\Nc1ncnc2c1cnn2-c1ccccc1)/c1cccnc1	1.5
COc1ccc(C2C(C(=O)OC(C)C)=C(C)NC3=C2C(=O)CC(c2ccccc2)C3)cc1OC (configuration not stated)	-2.6
CCOC(=O)Cn1c(=O)c(C(=O)NC(=O)OCC)cn(Cc2cccs2)c1=O	-0.94
CSc1nc(N/C=C(\C#N)S(=O)(=O)c2ccccc2Cl)nc(C2CC2)n1	-1.1
CCCCNC(=O)c1cc(OCc2ccccc2Cl)cc(OCc2ccccc2Cl)c1	-1.5
O=S(=O)(NCc1ccc2c(c1)OCO2)c1ccccc1	-2.2
CCOC(=O)C(=O)Nc1nc2c(s1)C(=O)CC(C)(C)C2	-0.79
COC(=O)c1c(C(=O)OC)c2n(c1C)CSC2	-1.5
CCOC(=O)CN(C(=O)COc1nc(-c2ccccc2)cc(C)c1C#N)c1cccc(C(F)(F)F)c1	-0.87
COc1ncnc2sc(C(=O)O)c(C)c12	0.21
COc1ccc(C2C3=C(Nc4[nH]c(=O)[nH]c(=O)c42)c2ccccc2C3=O)cc1 (configuration not stated)	-0.28
CN(/N=C/c1ccc(Cl)cc1)c1cnn(C)c(=O)c1Cl	1.3
COC(=O)c1sc(SC)c2c1CC(C)(C)C/C2=N\OC(=O)Nc1ccccc1	-0.4
Cc1c(C)c(C)c(S(=O)(=O)Nc2ccc(Cl)cc2Cl)c(C)c1C	-0.12
CS(=O)(=O)n1ccc(-c2cccc([N+](=O)[O-])c2)n1	-0.7
CN1CCN(c2ncnc3sc4c(c23)CCCC4)CC1	3.1*
O=C(Nc1cncc(C#Cc2ccccc2)c1)N1CCCCC1	57
Cn1cc(C(=O)O/N=C/c2ccc(Cl)cc2)c(C(F)(F)F)n1	1.9
O=C(Nc1ccc2c(c1)OCO2)C1CC(c2c(F)cccc2Cl)=NO1 (configuration not stated)	-1.3
COc1ccc(C2CC(=O)C3=C(C2)Nc2ccccc2NC3c2cccc(F)c2)cc1 (configuration not stated)	1.9
New compounds follow.
SMILES	Dicer inh
O=C(O)CCCC(=O)Nc1nc2ccccc2s1	2.5
c1ccc(CSC2=NCCS2)cc1	-1
CC(C)COc1ccc(-c2nn(-c3ccccc3)cc2CO)cc1	0.88
CC1CC2(C)C(O)CCC2C2CCc3cc(O)ccc3C12 (configuration not stated)	1.2
O=C1CCN(Cc2ccccc2)C(=O)N1c1ccc2c(c1)CCO2	0.32
Cc1csc(-c2c(Cl)cc(C(F)(F)F)cc2Cl)n1	-0.86
O=C1c2ccccc2/C(=N/O)C1[N+](=O)[O-] (configuration not stated)	-6.5
COc1ccc(C2CC(c3ccccc3Cl)Nc3ncnn32)cc1OC (configuration not stated)	0.17
CCOC(=O)CN1C(=O)C(O)(CC(=O)c2ccc(C)o2)c2ccccc21 (configuration not stated)	-0.56
C=CCn1c(COc2ccc(Cl)cc2C)n[nH]c1=S	-1.3
O=C(CSCCS(=O)(=O)c1ccccc1)NCc1ccccc1	-0.8
COC(=O)c1sccc1-n1cc(C#N)c(=O)n(Cc2ccccc2)c1=O	-0.88
O=C(CSc1nc2ccccc2nc1N1CCCC1)Nc1ccc(F)cc1	1.1
Nc1cc(=O)[nH]c2nnc(SCc3ccccc3Cl)n12	2.5
COc1ccc(CNCc2cc(OC)ccc2OC)cc1	1.3
Cc1nn(C)cc1CNC(=O)c1cc2n(n1)C(C(F)(F)F)CC(c1ccc3c(c1)OCO3)N2 (configuration not stated)	-0.66
CSc1nc(N)nc(SCC2=C(C(=O)O)N3C(=O)C(NC(=O)Cc4ccccc4)C3SC2)n1 (configuration not stated)	-0.67
Cn1c(SCc2cc(=O)oc3cc(O)ccc23)nnc1C(F)(F)F	-0.86
CCOC(=O)c1cn[nH]c1NC(=S)NCc1ccccc1	0.67
Cc1nccn1-c1c2c(c(C#N)c3nc4ccccc4n13)CCC2	-3.1
N#Cc1c(-c2cccnc2)cc(-c2ccc(F)cc2)nc1N	0.11
CNCC(=O)c1c[nH]c2ccccc12	-1
COc1ccc(CN2CCN(C3CC4CCC3C4)CC2)c(OC)c1 (configuration not stated)	0.29
NC(=O)C(c1ccccc1)(c1ccccc1)[C@@H]1CCN(CCc2ccc3c(c2)CCO3)C1	1.4
CSc1sc(C#N)c2c1C(O)CCC2 (configuration not stated)	-1.3
Carrying on:
SMILES	Dicer inh
CSc1nc(N)n(-c2cc(C(F)(F)F)ccn2)n1	-0.84
O=[N+]([O-])c1ccc2c(c1)NC1(CCCCC1)N2	1.8
CC1=C(C#N)C(c2ccc(N(C)C)cc2)C2=C(CC(C)(C)CC2=O)N1 (configuration not stated)	-0.08
COc1ccc(/C(C#N)=C/c2cc(Br)cs2)cc1	14
COc1nsnc1N1CCOCC1	0.38
CC1CCc2c(sc3ncnc(N4CCN(C)CC4)c23)C1 (configuration not stated)	0.28
CC1Oc2ccc(C(=O)c3cc4ccccc4o3)cc2N(C)C1=O (configuration not stated)	-0.34
Fc1c(CSC(=S)N2CCOCC2)cccc1CSC(=S)N1CCOCC1	-0.85
CCCOC(=O)C(C)Nc1n[nH]c(=O)[nH]c1=O (configuration not stated)	0.6
CCCCC1(CC)C(=O)NC(=O)NC1=Nc1ccc(OC)cc1 (configuration not stated)	-0.21
CCOC(=O)/C(C#N)=C(/SC)N(C)C	0.7
COC(=O)C1=NOC2(CC(=O)N(c3ccc(Cl)cc3)C2=O)C1 (configuration not stated)	1.1
N#CCCN(Cc1ccccc1)S(=O)(=O)c1ccccc1	0.1
CC(=O)N1N=C(c2ccco2)CC1c1cn(-c2ccccc2)nc1-c1cccs1 (configuration not stated)	-1.1
CC(=O)Nc1ccc(NC(=O)c2ccccc2C(=O)O)cn1	-1.4
COc1cc(Cl)c(NS(=O)(=O)c2cc(C(F)(F)F)cc(C(F)(F)F)c2)c(OC)c1	0.95
CC(C)(C)OC(=O)C1C(=O)CC(C)(O)C(C(=O)OC(C)(C)C)C1c1ccccc1 (configuration not stated)	-0.9
Brc1ccccc1OCCCCCN1CCOCC1	0.85
Cn1ccnc1SCC(=O)c1ccc(Br)cc1	0.09
CCOC(=O)Cc1cc(=O)n2[nH]c(C(C)(C)C)cc2n1	-0.46
COc1ccccc1C1CCN(C(=O)CSCc2cccc3ccccc23)CC1	-1.8
Cc1ccc(C(=O)CSc2nnc(-c3ccccc3)n2C)cc1	8.7
CN(C)c1ccc(C2Nc3ccccc3NC3=C2C(=O)CC(c2ccc(Cl)cc2)C3)cc1 (configuration not stated)	1.2
COc1cccc2c1OC(CCSC)N1N=C(c3cc(Cl)ccc3O)CC21 (configuration not stated)	0.51
CSc1nc2c(c(=O)n1C)C1(CCCCC1)Cc1ccccc1-2	-0.36

Single entries from above:
COCCCNC(=S)NNC(=S)Nc1ccc(OC)cc1 | Dicer inh = 1.9
COc1ccc(CN2CCN(C3CC4CCC3C4)CC2)c(OC)c1 (configuration not stated) | Dicer inh = 0.29

Back to the main list; the 7 compounds before the break are reprinted first.
SMILES	Dicer inh
Cn1ccnc1SCC(=O)c1ccc(Br)cc1	0.09
CCOC(=O)Cc1cc(=O)n2[nH]c(C(C)(C)C)cc2n1	-0.46
COc1ccccc1C1CCN(C(=O)CSCc2cccc3ccccc23)CC1	-1.8
Cc1ccc(C(=O)CSc2nnc(-c3ccccc3)n2C)cc1	8.7
CN(C)c1ccc(C2Nc3ccccc3NC3=C2C(=O)CC(c2ccc(Cl)cc2)C3)cc1 (configuration not stated)	1.2
COc1cccc2c1OC(CCSC)N1N=C(c3cc(Cl)ccc3O)CC21 (configuration not stated)	0.51
CSc1nc2c(c(=O)n1C)C1(CCCCC1)Cc1ccccc1-2	-0.36
CC(C)(C)NC(=O)Cn1nnc(-c2ccc3c(c2)OCO3)n1	1.4
Brc1ccc2oc(-c3ccn[nH]3)cc2c1	2.1
COc1ccc(OC)c(Nc2nc3nonc3nc2Nc2cccc(Br)c2)c1	2
Cc1ccc(C)n1-c1cccc(N)c1	1.6
O=C1CSC(c2ccccc2Cl)N1c1ccccc1 (configuration not stated)	-0.4
O=C(CN1C(=O)c2ccccc2S1(=O)=O)c1ccc(F)cc1	0.35
Nc1ncccc1OCc1ccc(Cl)c(Cl)c1	-0.68
O=c1c2ccccc2n2c(=O)[nH]nc2n1-c1ccccc1	1.2
O=c1ccnc(SCc2ccc(Cl)cc2Cl)[nH]1	-3.2
COc1cccc(-c2cnc(Nc3ccc(F)cc3)s2)c1	-2.8
Cc1cc(NS(=O)(=O)c2ccc(NCN3C(=O)c4ccccc4C3=O)cc2)no1	1.3
FC(F)(F)c1cc(-c2ccco2)nc2ncnn12	0.65
COC(=O)CSC1=C(C#N)C(c2ccc(OCc3ccccc3)cc2)CC(=O)N1 (configuration not stated)	1.4
COc1cc(C2c3c(oc4ccc(C)cc4c3=O)C(=O)N2CCCN(C)C)ccc1OCCC(C)C (configuration not stated)	0.33
COc1cccc(C2Nc3ccccc3NC3=C2C(=O)CC(C)(C)C3)c1OC (configuration not stated)	0.16
COc1ccc(C2CC(=O)C3=C(C2)Nc2ccccc2NC3c2cccc(Br)c2)cc1 (configuration not stated)	2
CCCCC(=O)N(c1ccc2oc(=O)sc2c1)S(=O)(=O)c1ccc(C(=O)O)cc1	-1.1
CCOC(=O)c1csc(NC(=O)CN2CCN(C)CC2)n1	1.5
Nc1c(C(=O)c2ccc(Cl)cc2)sc2nsc(SCCN3CCCCC3)c12	-1.5
COc1ccc2c(c1)oc(=O)c1ccccc12	2
Cc1cc(C)nc(-n2ncc3c2CC(c2ccc(F)cc2)CC3=O)n1 (configuration not stated)	2
CCCCCN=C(N)N/N=C/c1c[nH]c2ccc(OC)cc12	0.35
CC1=C(C(=O)OC2CCCCC2)C(c2ccccc2Cl)C2=C(CCCC2=O)N1 (configuration not stated)	0.21
C[N+](C)(C)CCCCCCCCCC[N+](C)(C)C	7.4
FC(F)(F)c1ccc(SCc2ccc(Cl)cc2)nc1	-0.99

Quoted at random: 2 records from the list
SMILES	Dicer inh
Brc1ccc2oc(-c3ccn[nH]3)cc2c1	2.1
CC1=C(C(=O)OC2CCCCC2)C(c2ccccc2Cl)C2=C(CCCC2=O)N1 (configuration not stated)	0.21

(list continues)
SMILES	Dicer inh
OCc1nc2ccccc2n1C/C=C/c1ccccc1	0.32
COc1ccc(Cl)cc1NC(=O)Nc1cn(C)nc1C	0.72
CC1CCC2C(=O)N(c3ccccc3O)C(=O)C2C1 (configuration not stated)	-0.8
Cc1ccc(C2Nn3c(C)nnc3SC2C(=O)Nc2ccc(C)cc2C)cc1 (configuration not stated)	-0.26
Cc1cc(C)n(C2=NCCN2S(=O)(=O)c2cc(C(F)(F)F)cc(C(F)(F)F)c2)n1	1.1
COc1cc(Cn2c(=O)sc3ccccc32)ccc1OC(C)C	0.83
N#CCCN(Cc1cccs1)S(=O)(=O)c1ccc(-c2ccccn2)s1	-0.92
CCOC(=O)c1cnn(-c2ncnc3c2cnn3C)c1N	0.65
CCCCNC(=O)NNc1cc(N(C)C)c(C#N)c(N(C)C)n1	-3.2
c1ccc(-c2cn3ccsc3n2)cc1	0.32
